# Screening results from PubChem BioAssay.
# ERAP1 HTS inh = ERAP1 (human) enzyme inhibition; Q9NZ08; recombinant ERAP1, Leu-AMC fluorescence, 60 min; inhibition, % at 10.7 µM; actives 0.15% (n = 340,000); AID 652197;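 active = mean replicate inhibition of at least 30%, or all replicates individually reaching that 30% level; inactive = mean below 30% and not every replicate reaching it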;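 note: 0% = neutral control wells and 100% = L-leucinethiol positive control wells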
# Target sequence (Q9NZ08 whole entry, looked up): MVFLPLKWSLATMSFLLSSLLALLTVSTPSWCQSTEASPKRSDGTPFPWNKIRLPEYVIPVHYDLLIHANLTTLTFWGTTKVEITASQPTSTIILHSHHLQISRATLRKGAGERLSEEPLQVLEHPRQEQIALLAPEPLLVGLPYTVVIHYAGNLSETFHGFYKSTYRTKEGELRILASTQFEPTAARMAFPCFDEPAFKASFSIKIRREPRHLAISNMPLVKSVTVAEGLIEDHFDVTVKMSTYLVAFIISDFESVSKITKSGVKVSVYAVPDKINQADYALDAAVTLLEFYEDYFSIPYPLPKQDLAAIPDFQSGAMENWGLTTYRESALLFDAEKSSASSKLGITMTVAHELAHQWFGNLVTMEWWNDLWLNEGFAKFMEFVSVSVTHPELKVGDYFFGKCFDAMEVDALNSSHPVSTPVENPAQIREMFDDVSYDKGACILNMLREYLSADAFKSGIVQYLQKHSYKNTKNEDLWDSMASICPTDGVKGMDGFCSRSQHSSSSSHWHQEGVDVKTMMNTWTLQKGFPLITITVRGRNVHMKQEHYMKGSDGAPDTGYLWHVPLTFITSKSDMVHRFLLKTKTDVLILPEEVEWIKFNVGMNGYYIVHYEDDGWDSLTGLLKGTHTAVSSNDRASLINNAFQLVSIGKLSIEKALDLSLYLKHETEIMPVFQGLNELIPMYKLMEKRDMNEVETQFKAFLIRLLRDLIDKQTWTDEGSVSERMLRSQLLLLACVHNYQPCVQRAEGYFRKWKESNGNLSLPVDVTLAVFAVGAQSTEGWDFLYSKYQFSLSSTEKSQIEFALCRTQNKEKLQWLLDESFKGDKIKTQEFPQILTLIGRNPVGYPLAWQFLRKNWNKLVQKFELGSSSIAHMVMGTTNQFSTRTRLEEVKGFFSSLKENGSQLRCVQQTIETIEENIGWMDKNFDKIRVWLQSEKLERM
# PglD inh = inhibitors of Campylobacter jejuni PglD acetyltransferase; purified PglD enzyme, DTNB colorimetric CoA detection; inhibition, % at 12.5 µM; actives 0.098% (n = 360,000); AID 602405; in the data active = inhibition above about 16%, passing the limit was not always enough; note: strong numbers were not always called active
# FN deposit inh = fibronectin deposition inhibition. AH1F fibroblasts, Alexa488-fibronectin deposition fluorescence, overnight. inhibition, % at 12.6 µM. actives 0.086% (n = 350,000). AID 743247;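 active = mean inhibition across replicates of 30% or more, regardless of how many single replicates reach that level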;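 note: positive control wells lacked labelled fibronectin entirely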
#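 Material – AH1F fibroblast monolayer, labelled fibronectin deposition · Reagent – labelled fibronectin 24 nM · Timing – 1 h adhesion, overnight exposure · Measured by – fluorescence at 485 nm excitation, 525 nm emission · Read-out – inhibition of fibronectin deposition signal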
# PAX8 inh HTS = inhibitors of PAX8 transcriptional activity in RMG-I cells; RMG-I TPO-luciferase reporter, SteadyGlo, 24 h; actives 1.2% (n = 360,000); inhibition, % at 12.6 µM;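 active = mean replicate inhibition at least 60% with every replicate also reaching 60%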;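 note: luciferase light reporting Pax8 driven TPO promoter activity; plate controls were median of neutral control wells for no effect and mitoxantrone controls for full effect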
# S100A4 MyoIIA = inhibitors of human S100A4 binding to myosin IIA peptide; inhibition, % at 10.7 µM; actives 0.14% (n = 360,000); P26447; AID 652163; S100A4/TAMRA-MyoIIA peptide fluorescence polarization;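 active = mean inhibition of at least 70% across replicates, with every replicate also reaching that level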
# Target sequence (P26447 whole entry, looked up): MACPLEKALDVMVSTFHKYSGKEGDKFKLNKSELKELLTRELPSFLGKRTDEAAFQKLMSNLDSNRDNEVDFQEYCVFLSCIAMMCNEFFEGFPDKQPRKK
#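 Test system: S100A4 monomer protein; Medium: HEPES pH 7.2 with CaCl2, KCl, NaCl, DTT, Triton; Probe or stimulus: TAMRA-labelled myosin IIA heavy-chain peptide probe, 5 nM; Doses: one dose per compound; Times: polarization read 5 min after assay mix addition, stable 5–60 min; Benchmarks: neutral control DMSO, positive control TFP.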
# PGC1a acetyl inh = PGC1a acetylation modulation, inhibitor mode. U2OS PGC1a acetylation, AlphaScreen anti-acetyl-lysine; with virally co-expressed GCN5 acetyltransferase. AID 651687. actives 0.17% (n = 350,000). inhibition, % at 15.6 µM;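 active = every replicate shows inhibition of at least 40%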;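 note: 0% = neutral control wells and 100% = positive control wells; some results beyond the cut were filed as inactive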
# LGR2 inh = blocks bursicon-induced cAMP signaling via Drosophila LGR2; actives 0.35% (n = 380,000); inhibition, % at 9.99 µM; HEK293 LGR2, CRE-luciferase, bursicon-stimulated, 4 h;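 active = drop in luminescence signal, shown as inhibition above about 50% in the replicate tests, limit read from the data, passing the limit was not always enough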;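 note: agonist challenge used bursicon conditioned medium at about half maximal strength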
# EWS-Fli inh = blocks EWS/Fli oncoprotein-driven transcription. A673 NR0B1-luciferase reporter, viability-normalised. inhibition, % at 12.6 µM. actives 0.67% (n = 350,000);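 active = mean inhibition of at least 50% after viability correction, with every replicate also passing that limit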;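 note: firefly luciferase signal divided by Alamar Blue viability fluorescence both relative to DMSO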
# Numbers without * were called inactive; . = no result given.
SMILES,ERAP1 HTS inh,PglD inh,FN deposit inh,PAX8 inh HTS,S100A4 MyoIIA,PGC1a acetyl inh,LGR2 inh,EWS-Fli inh
COCCn1c(C)cc(C(=O)CSc2n[nH]c(N)n2)c1C,.,3,-1,-18,.,0,.,.
Cc1cccc(C)c1NC(=O)CN1CCN(CC(=O)NCC2(N3CCCCC3)CCCCC2)CC1,1,3,-4,7,-14,-1,-3,-4
COCC(=O)Nc1ccc2c(c1)C(=O)N(C)[C@@H]1CC[C@H](CC(=O)NCC3CC3)O[C@@H]1CO2,-1,2,-6,0,-1,-2,-26,1
O=C(C1CC1)N1CCc2[nH]c3ccccc3c2C1,.,-3,3,-1,.,4,.,.
Clc1ccccc1-c1cc2nc(NCc3ccco3)ccn2n1,-2,4,-5,-201,-6,.,-43,-102
CSCCNC(=O)C1(C)CCN1C(=O)C/C=C/c1ccccc1 (stereo unspecified),-2,-2,.,9,0,1,11,2
C[C@@H]1CN([C@@H](C)CO)C(=O)Cc2cc(NC(=O)Cc3cn(C)c4ccccc34)ccc2O[C@H]1CN(C)Cc1ccc2c(c1)OCO2,-3,1,.,38,12,-19,8,1
O=C(CN1C(=O)c2ccccc2C1=O)Nc1cc(C(=O)O)cc(C(=O)O)c1,1,-3,5,10,-1,-4,-10,-4
O=C1NN(c2ccccc2)C(=O)/C1=C\c1ccc2c(c1)OCO2,-2,-2,-5,8,-3,2,-14,0
COc1ccc(C2CC(C(F)(F)F)n3nc(C(=O)NCCN4CCOCC4)cc3N2)cc1 (stereo unspecified),.,5,-2,-13,.,-1,.,.
CCS(=O)(=O)Nc1ccc2c(c1)C(=O)N(C)C[C@H](OC)[C@@H](C)CN(C(=O)COC)[C@@H](C)CO2,-2,-6,5,-22,-5,-2,13,-11
COc1cc(OC)c(OC)cc1/C=C1\CCC(C2CCCC2)C1=O (stereo unspecified),.,-2,-2,2,0,11,10,-18
COc1ccc(CN(C)C[C@@H]2Oc3c(NS(=O)(=O)c4ccccc4)cccc3C(=O)N([C@@H](C)CO)C[C@H]2C)cc1,-2,-3,.,.,9,2,3,-2
O=C(C[C@@H]1C[C@H]2c3cc(NC(=O)C4CCOCC4)ccc3O[C@H]2[C@@H](CO)O1)NCc1ccncc1,0,2,-24,-6,1,4,-11,2
COc1ccc(NC(=O)CN2CCC(C(=O)c3ccc(C)cc3)CC2)c(OC)c1,2,1,2,2,-4,6,18,2
CN(C)CC/C=C1\c2ccccc2Sc2cc(F)c(Cl)cc21,.,.,7,-3,-1,.,-2,15
COc1cc(/C=C/c2sc3ccccc3[n+]2CCCS(=O)(=O)[O-])ccc1O,10,.,-3,23,-25,.,-54,-22
CCN(CC)S(=O)(=O)c1cccc(NC(=O)c2cc(-c3cccs3)nn2-c2ccccc2)c1,.,.,-6,24,.,-11,18,.
CN(C[C@@H]1[C@@H](c2ccccc2)[C@H](CO)N1C(=O)C1CC1)C(=O)c1ccccn1,.,-3,3,-7,.,-2,12,1
CCOC(=O)C1CCN(C(=O)c2ccc(C)c(S(=O)(=O)N3CCCC3)c2)CC1,-4,-1,-10,-50,-2,-7,-8,.
COC(=O)[C@@H]1CCCN1C(=O)CCc1nnc(C2CCCCC2)o1,5,-7,-9,0,-1,5,14,-10
CCC(C)N(C(=O)c1csnn1)C(C(=O)NC(C)(C)C)c1ccccc1 (stereo unspecified),.,4,-7,5,.,-1,.,.
Cc1ccc([C@H]2C[C@@H](n3cc(-c4ccc(F)cc4)nn3)[C@H](O)CN2CC2CCCCC2)cc1,6,2,1,-5,6,.,0,-6
Fc1ccccc1-c1n[nH]c(=S)n1Cc1ccccc1,-1,-5,.,.,-1,4,14,.
COc1ccccc1CNC(=O)C[C@@H]1CC[C@@H](NC(=O)CN(C)C)[C@@H](CO)O1,4,2,.,1,-41,5,-3,0
Cc1ccc(-c2nc3cnccn3c2Nc2ccc3c(c2)OCO3)o1,12,-1,17,0,5,6,-11,7
Cc1ccc(S(=O)(=O)Nc2cccc3c2O[C@H](CN(C)S(=O)(=O)c2ccccc2)[C@@H](C)CN([C@@H](C)CO)C3=O)cc1,0,3,.,28,-1,1,-4,-23
COC(=O)[C@@]12CCCN1[C@H](c1ccc(-c3ccc(F)cc3)c(OC)c1)[C@H]1C(=O)N(C)C(=O)[C@H]12,2,2,-5,-10,-1,2,25,-11
CCCNC(=O)C1(C)CCN(C(=O)c2cccnc2Oc2ccccc2)C1 (stereo unspecified),0,-4,-3,-11,-1,3,7,-41
CN(CC(=O)Nc1ccc2c(c1)OCO2)S(=O)(=O)c1ccc(F)cc1,2,8,4,-7,2,-7,6,-12
Cc1ccc(/C=C/C(=O)OCC(=O)NC(C)C)o1,0,.,-3,12,0,0,22,0
Cc1cccc(N2CCN(C(=O)c3ccccc3NC(=O)C3=CSCCO3)CC2C)c1 (stereo unspecified),0,2,11,8,4,-3,2,.
COc1ccc(N2C(=O)c3ccccc3NC(=O)C2C(=O)Nc2ccc(N3CCOCC3)cc2)cc1 (stereo unspecified),2,.,4,0,-3,.,-8,-8
O=C(Nc1ccc(Oc2ccccc2)nc1)[C@H]1O[C@@H](n2ccc(=O)[nH]c2=O)[C@H](O)[C@@H]1O,-4,2,0,-8,-4,-2,17,4
O=C(CCc1ccccc1)Nc1cc2c3c(c1)CCC(=O)N3CCC2,1,-8,-1,-1,0,.,-1,0
O=S(=O)(c1cccc2cccnc12)N1CCCCC1,-3,0,2,-10,7,.,16,-1
CC(C)NC(=O)Nc1ccc2c(c1)C(=O)N([C@H](C)CO)C[C@H](C)[C@H](CN(C)Cc1ccccc1)OCCCC[C@@H](C)O2,0,-1,2,-14,15,20,5,-2
C[C@@H]1CN([C@H](C)CO)C(=O)Cc2cc(NS(=O)(=O)c3ccc(Cl)cc3)ccc2O[C@H]1CN(C)C(=O)Nc1ccc(C(F)(F)F)cc1,1,3,-14,.,-3,-12,-28,-2
CSc1ncccc1C(=O)NC1CCCCCCC1,1,0,9,-6,0,16,-11,-2
COc1ccc(Cl)cc1NC(=O)COC(=O)CCNS(=O)(=O)c1cccs1,1,-2,-3,-3,6,.,13,-1
O=C(O)c1ccc(-n2c(-c3ccccc3)n[nH]c2=S)cc1,.,4,2,.,.,-4,4,.
C/C(=N\NC(=S)NCCc1ccccc1)c1ccc(Cl)cc1,.,-6,-3,10,.,7,-5,.
O=C(c1ccc2nc3ccc(Cl)cc3c(=O)n2c1)N1CCOCC1,-10,-2,-4,.,-9,2,-9,.
O=C(C[C@@H]1C=C[C@H](NC(=O)c2ccc(F)cc2)[C@H](CO)O1)NCCc1ccncc1,2,0,11,-10,2,-3,-4,-9
CCOC(=O)Sc1nc2ncncc2[nH]1,-2,1,16,-7,-1,-6,6,-6
Cc1noc(C)c1NC(=O)N(C)C[C@H]1OCCCC[C@@H](C)Oc2ccc(NS(=O)(=O)c3ccc(Cl)cc3)cc2C(=O)N([C@H](C)CO)C[C@H]1C,-6,0,-1,4,-8,-6,-11,7
Cc1ccc(C)c(NC(=O)CS(=O)(=O)c2c[nH]c3ccccc23)c1,.,-4,0,21,.,-5,.,.
COc1ccc(S(=O)(=O)Nc2ccc3c(c2)C(=O)N([C@@H](C)CO)C[C@H](C)[C@@H](CN(C)C(=O)Nc2ccc4c(c2)OCO4)OCCCC[C@@H](C)O3)cc1,-2,2,-5,19,4,-1,-7,5
Fc1ccccc1-c1cc2ncccc2cn1,1,-5,4,-98,0,5,-36,-99
Cc1ccccc1CNC(=O)c1ccc2ccccc2n1,1,3,1,3,1,-24,2,-8
C[C@@H]1CN([C@@H](C)CO)C(=O)c2cc(NS(=O)(=O)c3ccc(Cl)cc3)ccc2O[C@@H]1CN(C)C(=O)NC1CCCCC1,0,-2,-4,23,-14,-8,12,10
O=C1c2ccccc2NC(c2ccc(-c3ccc(Br)cc3)o2)N1O (stereo unspecified),-2,-5,.,.,7,11,0,16
CO[C@H]1CN(C)C(=O)c2cc(NC(C)=O)ccc2OC[C@H](C)N(CC2CCCCC2)C[C@@H]1C,.,8,2,-7,.,-9,-2,2
CC1CCCC(NC(=O)CN(C)S(=O)(=O)c2cccc3cccnc23)C1C (stereo unspecified),3,0,-4,14,-1,-8,-2,-1
COc1ccc(-c2cc(C(=O)Nc3cccnc3)no2)cc1OC,-3,1,4,-99,8,-13,-55,-127
Cn1c(=O)[nH]c(=O)c2c1nc(N)n2Cc1ccccc1,-4,3,4,24,-4,-12,-1,9
COc1ccc(-c2cnc3c(c2)C(=O)N([C@@H](C)CO)C[C@H](C)[C@H](CN(C)C(=O)C2CCC2)O3)cc1,-2,1,.,.,5,11,1,-7
Cc1ccc(OCCn2c(=S)[nH]c3c(N)ncnc32)cc1,1,.,-1,3,33,16,-14,3
C[C@H]1CN([C@@H](C)CO)C(=O)Cc2cc(NC(=O)Nc3cccc4ccccc34)ccc2O[C@H]1CN(C)CC1CC1,3,1,-38,.,-4,-12,-25,-8
Cc1cc(S(=O)(=O)NC(C)C)ccc1OCC(=O)Nc1ccc2c(c1)OCCO2,4,.,3,-1,4,110*,-3,-1

# Reformatted as labelled records: part of the list above
Molecule: CCN(CC)S(=O)(=O)c1cccc(NC(=O)c2cc(-c3cccs3)nn2-c2ccccc2)c1
  ERAP1 HTS inh: .	PglD inh: .	FN deposit inh: -6	PAX8 inh HTS: 24	S100A4 MyoIIA: .	PGC1a acetyl inh: -11	LGR2 inh: 18	EWS-Fli inh: .

Molecule: COc1ccc(-c2cc(C(=O)Nc3cccnc3)no2)cc1OC
  ERAP1 HTS inh: -3	PglD inh: 1	FN deposit inh: 4	PAX8 inh HTS: -99	S100A4 MyoIIA: 8	PGC1a acetyl inh: -13	LGR2 inh: -55	EWS-Fli inh: -127

Molecule: Cc1ccccc1CNC(=O)c1ccc2ccccc2n1
  ERAP1 HTS inh: 1	PglD inh: 3	FN deposit inh: 1	PAX8 inh HTS: 3	S100A4 MyoIIA: 1	PGC1a acetyl inh: -24	LGR2 inh: 2	EWS-Fli inh: -8

Molecule: O=C(O)c1ccc(-n2c(-c3ccccc3)n[nH]c2=S)cc1
  ERAP1 HTS inh: .	PglD inh: 4	FN deposit inh: 2	PAX8 inh HTS: .	S100A4 MyoIIA: .	PGC1a acetyl inh: -4	LGR2 inh: 4	EWS-Fli inh: .

# Following part.
SMILES,ERAP1 HTS inh,PglD inh,FN deposit inh,PAX8 inh HTS,S100A4 MyoIIA,PGC1a acetyl inh,LGR2 inh,EWS-Fli inh
Cc1cccc(NS(=O)(=O)c2ccc(C(=O)NCC(c3ccccc3)N(C)C)cc2)c1C (stereo unspecified),1,-4,13,6,-6,-4,7,.
CN1C(=O)C2C(c3ccc(N(C)C)cc3)NN(Cc3ccccc3)C2C1=O (stereo unspecified),-1,-1,12,-14,-9,.,-11,-7
O=C(O)C[C@H]1CC[C@@H]2[C@H](COC[C@@H](O)CN2S(=O)(=O)c2ccc(F)cc2)O1,-2,2,-4,.,3,3,6,.
COc1ccc(N2CCN(CC(O)COc3c(OC)cccc3OC)CC2)cc1 (stereo unspecified),-1,-4,0,5,-6,-9,8,-4
Cc1occc1C(=O)NCc1nc(-c2ccc(Cl)cc2)no1,3,-1,4,-13,-2,.,2,-5
Cc1oc(-c2ccc(-c3ccccc3)cc2)nc1CN(CCO)C(C)C,-3,5,-1,-36,-3,-11,-65,-86
COCCNC(=S)NNC(=O)CSCc1ccc(Cl)cc1Cl,2,-2,18,2,11,.,-1,5
CCCCn1cc(S(=O)(=O)c2ccccc2)c(=O)c2cc(C)ccc21,0,1,-3,-17,-3,-30,8,-23
CN1C(=O)c2cc(NC(=O)c3ccc(Cl)cc3)ccc2OC[C@H]2O[C@@H](CC(=O)O)CC[C@H]21,.,-1,6,-1,.,3,21,-9
Cc1cccc(S(=O)(=O)N2C[C@H]3[C@@H](c4ccccc42)[C@@H](CO)N3C(=O)C2CC2)c1,0,0,.,4,-7,0,11,-3
